Screens deposited in PubChem by National Center for Advancing Translational Sciences (NCATS).
USP1 inh = USP1/UAF1 (human) deubiquitinase inhibition; Potency, µM (highest dose often 57.1 µM), without a hit: top-dose activity change, negative = inhibition, most hits filed as inhibitors; recombinant USP1/UAF1, Ub-Rhodamine cleavage fluorescence; 390,000 compounds, 0.23% hits; O94782; AID 743255; also: % is scaled to controls: 0 for no effect and ±100 for the full control effect; nearly all actives have a fitted effect of over 60% in size; inactives centre near -12
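In this screen, compounds sit with the deubiquitinase complex (1nM) for 15 min at room temperature before Ub-Rho is added at 150nM final. Fluorescence rise is then followed for 6 reads every 60 seconds.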
RGS4 inh = inhibitors of human regulator of G protein signaling 4 | P49798 | Transcreener GDP fluorescence polarization, RGS4-accelerated GTP hydrolysis | Potency, µM (doses to about 114 µM), inactives show top-dose activity change, negative = inhibition, actives largely listed as inhibitors | 390,000 compounds, 0.039% hits; also: % is scaled to controls: 0 for no effect and ±100 for the full control effect; nearly all actives have a fitted effect of over 75% in size; some results filed as inactive show a strong effect at the top dose
Target sequence (P49798 whole entry, looked up): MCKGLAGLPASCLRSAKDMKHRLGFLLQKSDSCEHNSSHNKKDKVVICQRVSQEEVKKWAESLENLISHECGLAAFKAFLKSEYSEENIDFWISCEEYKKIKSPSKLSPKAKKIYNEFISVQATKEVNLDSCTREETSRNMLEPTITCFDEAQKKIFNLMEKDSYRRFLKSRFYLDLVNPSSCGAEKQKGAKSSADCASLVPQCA
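MLSMR compounds (23 nl, pin-transferred) preincubated 10 min at room temperature with a 500nM (2x) first reagent, then RGS4 at 900nM (2x) plus Transcreener GDP mix added; fluorescence polarization (620/688 nm) read before and after 90 min at 30 °C.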
TrxR1 inh = inhibitors of rat thioredoxin reductase 1; recombinant rTrxR1, NADPH fluorescence consumption, selenite substrate; Potency, µM (series often up to 114 µM), for inactives: at the top dose activity change, negative = inhibition, usual class: inhibitors; 390,000 compounds, 1% hits; also: % is scaled to controls: 0 for no effect and ±100 for the full control effect; nearly all actives have a fitted effect of over 65% in size
Target sequence (O89049 whole entry, looked up): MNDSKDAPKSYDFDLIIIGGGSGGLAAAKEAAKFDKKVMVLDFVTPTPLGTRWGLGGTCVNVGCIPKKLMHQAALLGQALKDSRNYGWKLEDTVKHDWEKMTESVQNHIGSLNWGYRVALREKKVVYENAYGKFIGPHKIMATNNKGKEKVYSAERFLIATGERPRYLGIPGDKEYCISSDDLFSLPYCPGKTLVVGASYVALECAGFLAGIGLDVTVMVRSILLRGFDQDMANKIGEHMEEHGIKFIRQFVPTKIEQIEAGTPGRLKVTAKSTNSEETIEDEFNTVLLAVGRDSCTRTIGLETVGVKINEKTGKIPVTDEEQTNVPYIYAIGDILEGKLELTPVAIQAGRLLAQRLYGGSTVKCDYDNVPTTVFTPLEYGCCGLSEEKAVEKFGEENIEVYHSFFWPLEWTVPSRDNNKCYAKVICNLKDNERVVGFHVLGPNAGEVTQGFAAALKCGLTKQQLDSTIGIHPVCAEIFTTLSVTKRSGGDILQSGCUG
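Rat TrxR1 (90 nM in the dispensed reagent) was pre-reduced with 400 uM NADPH for 5 min at room temperature, then incubated with compound for 15 min. After 400 uM selenite was added, NADPH fluorescence (Ex 340/Em 450 nm) was followed for 8 min.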
12-LOX inh = inhibitors of human 12S-lipoxygenase ALOX12 | purified 12hLO, xylenol orange hydroperoxide absorbance | AID 1671190 | Potency, µM (highest dose often 108 µM), without a hit: top-dose activity change, negative = inhibition, actives largely listed as inhibitors | P18054 | 580,000 compounds, 1.1% hits; also: % is scaled to controls: 0 for no effect and ±100 for the full control effect
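Purified human 12hLO (150 nM final) in 25 mM Hepes, 0.01% Triton X-100, pH 7.0 was preincubated 15 min at room temperature with compound. Then 40 uM arachidonic acid was added, 30 min. Hydroperoxide was read by Fe-XO absorbance ratio 573/405 nm.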
Vif-A3F inh = inhibitors of Vif-A3F interaction; HeLa A3F-eYFP + Vif (tagged APOBEC3F with the HIV-1 protein that degrades it), YFP fluorescence increase; Potency, µM (titrated, usually from 46.1 µM), for the others: top-dose activity, negative = active; 390,000 compounds, 0.2% hits; AID 602313; also: % of control where 0% means no effect; nearly all actives have a fitted effect of over 65% in size
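HeLa cells stably expressing Vif plus C-terminally eYFP-tagged A3F were seeded, incubated overnight at 37 deg C, dosed with compound, incubated overnight again at 37 deg C. Yellow fluorescence (Ex 488/Em 500-530) reported blocked Vif-mediated A3F-eYFP degradation.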
Vif-APOBEC3G blk = Vif-A3G binding inhibition. Q9HC16. Potency, µM (titrated, usually from 46.1 µM), for the others: at the top dose activity, negative = active, hits mostly inhibitors. AID 602310. 410,000 compounds, 0.076% hits. HeLa A3G-eYFP + Vif (tagged APOBEC3G with the HIV-1 protein that degrades it), YFP fluorescence, overnight;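 also: % is scaled to controls: 0 for no effect and ±100 for the full control effect; nearly all actives have a fitted effect of over 60% in size; hits raise eYFP signal because A3G escapes Vif-driven loss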
Target sequence (Q9HC16 whole entry, looked up): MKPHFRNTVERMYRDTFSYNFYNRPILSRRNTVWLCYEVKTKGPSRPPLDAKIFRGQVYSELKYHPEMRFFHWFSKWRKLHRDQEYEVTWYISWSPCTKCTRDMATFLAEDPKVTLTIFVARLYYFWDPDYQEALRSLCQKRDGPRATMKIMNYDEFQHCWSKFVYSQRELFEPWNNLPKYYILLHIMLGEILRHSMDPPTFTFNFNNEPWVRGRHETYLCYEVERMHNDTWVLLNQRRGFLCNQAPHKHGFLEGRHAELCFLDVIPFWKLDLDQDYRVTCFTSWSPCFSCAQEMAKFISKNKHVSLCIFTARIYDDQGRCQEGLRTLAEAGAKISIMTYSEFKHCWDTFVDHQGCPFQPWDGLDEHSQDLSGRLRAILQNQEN
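HeLa cells stably expressing Vif and C-terminally eYFP-tagged A3G, seeded overnight at 37 deg C, then exposed to compound by pintool overnight at 37 deg C. Rise in yellow fluorescence (Ex 488/Em 500-530, Acumen) marks blocked Vif-driven A3G degradation.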
IDH1 R132H inh = blocks human mutant IDH1 R132H enzyme. Potency, µM (highest dose often 76.6 µM), without a hit: at the top dose activity change, negative = inhibition, hits mostly inhibitors. IDH1-R132H enzyme, NADPH consumption, diaphorase/resazurin fluorescence. 390,000 compounds, 0.093% hits. O75874; also: % is scaled to controls: 0 for no effect and ±100 for the full control effect; nearly all actives have a fitted effect of over 65% in size
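IDH1-R132H (0.5 ug/mL) preincubated 30 min with compound, then NADPH (0.016 mM) and alpha-KG (2 mM) added; 80 min at RT, pH 7.5. Remaining NADPH coupled via diaphorase/resazurin to fluorescence (540/590 nm); concentration-response curves normalized to no-enzyme control.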
TrxR1 substrate = rat thioredoxin reductase 1 substrate activity; O89049; purified TrxR1 substrate turnover, NADPH consumption readout; Potency, µM (highest dose often 114 µM), inactives show at the top dose activity change, negative = substrate turnover; 390,000 compounds, 0.01% hits; AID 588456; also: % is scaled to controls: 0 for no effect and ±100 for the full control effect; nearly all actives have a fitted effect of over 50% in size
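Rat TrxR1, dispensed at 90 nM, was prereduced with 400 uM NADPH (final) for 5 min at ~22 deg C, then incubated with compound 15 min before 400 uM selenite. A first-read NADPH fluorescence drop versus no-compound background flagged substrates.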
RXFP1 agonist = RXFP1 (human) receptor agonism; Q9HBX9; HEK293T-RXFP1 cAMP TR-FRET, 30 min; response scale: percent of porcine relaxin response, buffer zero; Potency, µM (top dose mostly 57.5 µM), inactives show at the highest dose activation, most hits filed as activators; 370,000 compounds, 0.3% hits; AID 2676; also: % is scaled to controls: 0 for no effect and ±100 for the full control effect; nearly all actives have a fitted effect of over 60% in size; many of its hits are not listed in these tables
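cAMP rise read by TR-FRET after 30 min, 37C compound exposure (up to 58 uM) in RXFP1-transfected HEK293 cells with Ro 20174 present. EC50 from Hill-equation fits, with 29 nM porcine relaxin as 100% and buffer as basal.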
An asterisk follows results filed as active; ? = inconclusive; · = no result given; & = joins results of further samples; [ ] = another dose, or the depositor's remark. Calls follow the shape of the dose curve; as a rule, active = well fitted curve in the direction sought with a large enough effect; inconclusive = small, poorly fitted or top-dose-only effect, or another doubt; inactive = no such curve, though single readings can be large; an effect the other way counts as inactive or inconclusive. Potency is read from the fitted curve at half-maximal effect. A portion of the library (hit frequency here may not be typical).

SMILES	USP1 inh	RGS4 inh	TrxR1 inh	12-LOX inh	Vif-A3F inh	Vif-APOBEC3G blk	IDH1 R132H inh	TrxR1 substrate	RXFP1 agonist
O=C(c1cc(C(=O)N2CCN(c3ccc(F)cc3)CC2)cc([N+](=O)[O-])c1)N1CCN(c2ccc(F)cc2)CC1	-10%	12%	19%[57.1 µM]	-28%	13%	1%	8%	7%[57.1 µM]	-0.3%
CCC(NC(=O)C1CCC1)c1ccc(C)cc1 (stereo not given)	-4%	15%[11.4 µM]	14%[57.1 µM]	-27%	-1%	-1%	4%	17%[57.1 µM]	0.9%
COC(=O)c1cc2oc3ccccc3c2n1CC(=O)Nc1ccccc1OC	-12%	11%	1%	0%	4%	1%	8%	-1%	9.7%
Oc1ccc2oc3c(c2c1)CCCC3	-26%	-13%	12%	99%	1%	4%	1%	0%	-1.6%
O=C(Nc1ccc2nc(-c3cccs3)c(-c3cccs3)nc2c1)N1CCOCC1	-12%	36%	11%	-1%	-9%	-2%	5%	17%	-0.3%
CN1CCN(C(=O)CCN2C(=O)/C(=C\c3ccc(Cl)cc3Cl)SC2=S)CC1	-16%	?	20%[57.1 µM]	?	-23%	-10%	0%	33%	-3.1%
COc1ccc(Cc2nc3ccccc3n2CC(=O)N/N=C/c2ccccc2)cc1OC	-17%	-8%	1%	-15%	-17%	0%	9%	-5%	1.9%
CCC(C)Oc1cccc(OCCCCN2C(=O)NC(C)(C)C2=O)c1 (stereo not given)	-12%	9%	18%	17%	1%	-3%	2%	-4%	1.6%
CC(Sc1nnnn1-c1ccccc1)C(=O)Nc1ccc(N2CCN(C)CC2)cc1 (stereo not given)	-7%	27%	1%	4%	10%	-4%	-3%	3%	-0.6%
COc1ccc(NC(=O)Nc2cccc(C(F)(F)F)c2)cn1	-12%	-2%	-4%[57.1 µM]	-11%	-11%	1%	23%	-5%[57.1 µM]	-1.5%
COc1ccc(N2CCN(S(=O)(=O)c3ccc4oc(=O)ccc4c3)CC2)cc1	-14%	-7%	8%	-3%	-17%	1%	1%	-4%	-0.8%
COc1ccc(NC(=O)CN2CCC(C(=O)c3ccc(C)cc3)CC2)c(OC)c1	-22%	1%	6%[57.1 µM]	15%	-5%	-6%	-4%	-1%[57.1 µM]	2.3%
O=c1c2oc3nc4c(cc3c2ncn1CCCc1ccccc1)CCCC4	0%	8%	2%[57.1 µM]	0%	-2%	1%	15%	5%[57.1 µM]	-0.9%
CCCCCCOc1ccc(/C(C)=N/NC2=NCCN2)cc1	-18%	-8%	13%	-28%	1%	-22%	-6%	1%	-0.2%
COC(=O)COc1ccc(-c2nnc(Nc3ccc(O)cc3)c3ccccc23)cc1	-21%	7%	-5%	-30%	1%	-9%	11%	-5%	-2.1%
CCOC(=O)N1CCN(C(=O)/C(=C/c2ccc(OC)cc2)NC(=O)c2ccccc2)CC1	-11%	20%[56.9 µM]	-8%	-9%	-17%	1%	0%	-10%	0.7%
COc1ccc(CCNS(=O)(=O)c2cc3c4c(c2)CC(=O)N4CCC3)cc1	-22%	-8%	7%	3%	-6%	0%	-6%	-3%	0.0%
COc1cc(Cl)ccc1NC(=S)N(CCN(C)C)C(C)c1ccncc1 (stereo not given)	-15%	-4%	10%	0%	-6%	1%	-10%	9%	0.0%
CCOC(=O)c1nnc2cc(C)nn2c1C	0%	5%	10%	0%	4%	-4%	5%	-3%	18%
Cc1ccc(Cn2ccc(NC(=O)c3cc(-c4ccc(Br)cc4)on3)n2)cc1	3%	1%	0%[57.1 µM]	5%	-15%	-1%	-5%	4%[57.1 µM]	4.5%
CCc1ccc(NC(=O)CSc2nc3c([nH]c4ccccc43)c(=O)n2-c2cccc(OC)c2)cc1	-18%	1%	26%[57.1 µM]	0%	5%	0%	0%	5%[57.1 µM]	0.4%
Cc1ccc(CN2CCCN(Cc3c(C)cc(C)cc3C)S2(=O)=O)cc1	-20%&2%	8%&9%	5%&26%	19%&-18%	-5%&-9%	6%&2%	-6%&3%	-6%&6%	-0.2%&2.7%
O=C(Nc1cccc(Cl)c1)Nc1csc([N+](=O)[O-])c1	-12%	-20%	7%[57.1 µM]	?	-7%	?	10%	-3%[57.1 µM]	0.5%
COc1ccc(OC)c(/C=C/C(=O)c2ccc(Cl)cc2)c1	?	-17%	-10%	-11%	0%	?	1%	-4%	0.1%
COc1cc(-c2noc(-c3ccc(NCc4ccco4)c([N+](=O)[O-])c3)n2)cc(OC)c1OC	-16%	6%	5%	-11%	-2%	-2%	-5%	-2%	-0.4%

The last two records of the section before lead into the next.
SMILES	USP1 inh	RGS4 inh	TrxR1 inh	12-LOX inh	Vif-A3F inh	Vif-APOBEC3G blk	IDH1 R132H inh	TrxR1 substrate	RXFP1 agonist
COc1ccc(OC)c(/C=C/C(=O)c2ccc(Cl)cc2)c1	?	-17%	-10%	-11%	0%	?	1%	-4%	0.1%
COc1cc(-c2noc(-c3ccc(NCc4ccco4)c([N+](=O)[O-])c3)n2)cc(OC)c1OC	-16%	6%	5%	-11%	-2%	-2%	-5%	-2%	-0.4%
CCCCc1cc(=O)oc2cc(C)cc(OCC(=O)N[C@@H](CSCc3ccccc3)C(=O)O)c12	-8%	-15%	-5%	?	2%	-5%	-9%	73%[activator]	2.2%
O=C(OCc1nc2ccsc2c(=O)[nH]1)c1ccc(Cl)nc1	-19%	-2%	6%	-1%	2%	2%	-2%	-2%[57.1 µM]	2.8%
CCOC(=O)C1CCCN(C(=O)COc2ccc(N(C)S(=O)(=O)c3ccc(C)cc3)cc2)C1 (stereo not given)	-22%	8%	38%[activator]	-13%	-12%	-1%	-3%	11%	-1.0%
C#CCOCCOCCOCCNc1nc(N2CCN(C(=O)[C@H](CCCN=C(N)N)n3cc(C(N)[C@H](C)CC)nn3)CC2)nc(N2CCN(C(=O)[C@H](CCCN=C(N)N)n3cc(C(N)[C@@H](C)CC)nn3)CC2)n1 (stereo not given in full)	-16%	1%	17%	·	2%	2%	11%	4%	·
Cc1cccc(N2CCN(C(=O)C3CCC(CNS(=O)(=O)c4cccs4)CC3)CC2)c1C (stereo not given)	-22%	5%	5%[57.1 µM]	7%	0%	3%	-2%	0%[57.1 µM]	-2.6%
O=C(NCCCc1nc2ccccc2n1Cc1cccc(Cl)c1)C1CCCCC1	-4%	0%	8%	-7%	-2%	2%	0%	3%	-0.7%
COc1ccccc1CNC(=O)CN1C(=O)CSc2c1c(C)nn2-c1ccccc1	-18%	-19%	4%[57.1 µM]	-10%	0%	4%	-12%	1%[57.1 µM]	0.6%
CCCn1c(N)c(N2CCCCC2)c(=O)n(CC(=O)Nc2ccccc2C)c1=O	-1%	-10%	17%	-14%	0%	0%	-3%	10%	-0.5%
O=C1CCS/C(=N\N=C\c2ccc(Cl)cc2Cl)N1	10%	21%	-5%[57.1 µM]	-4%	7%	-4%	3%	-14%[57.1 µM]	0.7%
CC(=O)Nc1ccc(NC(=O)CCC(=O)OCC(=O)c2ccc(F)cc2)cc1	-19%	-16%	27%	1%	4%	-6%	11%	3%	3.7%
CCOc1ccc(NC(=O)N(C2CCCCC2)C2CCN(C(C)=O)CC2)cc1	-23%	-20%	24%	4%	0%	1%	10%	3%	·
Cc1ccc(N(C(=O)c2ccco2)C2C=CS(=O)(=O)C2)cc1 (stereo not given)	-8%	2%	3%[57.1 µM]	-13%&-4%	11%	-2%	12%	-5%[57.1 µM]	2.4%
CN(Cc1ccccc1)c1nc(CN2CCOCC2)nc2scc(-c3ccccc3)c12	-13%	-4%	-1%	20%	-8%	-1%	-18%	-4%	1.8%
COc1ccccc1CSc1nc2ccccc2[nH]1	-7%	-17%	1%	13%	-6%	-3%	0%	10%[57.1 µM]	0.5%
COC(=O)c1ccc(OCc2nn[nH]n2)cc1	-21%	39%	14%	?	-9%	3%	-12%	6%[2.29 µM]	2.6%
Cc1cc(OCC(=O)Nc2ccc(OCc3ccccc3)cc2)nc(C(C)C)n1	-8%	31%[56.9 µM]	18%	4%	-4%	-1%	-1%	-1%	-0.8%
O=C(COC(=O)Cn1[nH]c(=O)c2ccccc2c1=O)NNC(=O)c1ccc(Br)cc1	-19%	-11%	6%	-8%	-24%	6%	-12%	4%	1.2%
N#Cc1c(SCC(=O)Nc2ccc(C(F)(F)F)cc2)sc2c(O)cc(=O)[nH]c12	-12%	-2%	4%	-6%	1%	1%	3%	-8%	2.6%
Cn1c(Cc2ccccc2)nnc1SCC(=O)N1CCCCC1	-9%	19%	15%[57.1 µM]	0%	4%	2%	-7%	6%[57.1 µM]	1.7%
COc1cc(NC(=S)N2CCC(C(O)(c3ccccc3)c3ccccc3)CC2)cc(OC)c1	-25%	-9%	8%	40µM*	-1%	2%	-1%	0%	0.1%
COc1ccc(CSc2nnnn2C)cc1[N+](=O)[O-]	-5%	-17%	5%	0%	8%	5%	3%	-3%	-2.9%
COc1ccc2c(c1)cc(C)c1nnc(SCC(=O)N3CCN(C(=O)c4ccco4)CC3)n12	-8%	2%	-8%	·	0%	1%	1%	11%	-0.5%
